SRC1 TRFRET art – TR-FRET detection interference compounds, primary screen, artefact control for PPARgamma SRC-1 recruitment agonists, biochemical, TR-FRET emission ratio; TR-FRET detection artefact counter-screen; stronger effect = higher value; TR-FRET ratio at 8 µM; 0.34% of 99,000 active; AID 1051, 2008; in the data active = TR-FRET ratio above about 2300; note: inactives centre near 1800
SRC3 TRFRET art – TR-FRET detection interference compounds, artefact control for PPARgamma SRC-3 recruitment agonists, biochemical, TR-FRET ratio | TR-FRET ratio at 8 µM | 0.39% of 99,000 active | TR-FRET artefact counter-screen, PPARgamma/SRC-3 format; stronger effect = higher value; in the data active = TR-FRET ratio above about 2000; note: inactives centre near 1600
Numbers without * were called inactive.

SMILES	SRC1 TRFRET art	SRC3 TRFRET art
O=c1c(Cc2ccc(Cl)cc2)c(O)ccn1Cc1cccs1	2048	1730
COc1ccccc1N1CCN(C(=O)c2ccc3[nH]c4c(c3c2)CC(C)CC4)CC1 (stereo not drawn)	1865	1665
Cc1ccc(-n2ncc3c(=O)[nH]c(SCC(=O)N4CCCC4)nc32)cc1C	1766	1565
CN1CCN(c2ccc(C(=O)c3cn(-c4ccc(F)c(Cl)c4)nn3)cc2)CC1	1941	1691
COc1cc(SC)ccc1C(=O)OCC(=O)NCC(C)C	1723	1489
COCc1cc(N2CCCCC2)nc(-c2ccccc2)n1	1690	1498
Clc1ccc(OCCOCCOc2cccc3cccnc23)c(Br)c1	1971	1647
CCn1c(SCC(=O)NNC(=O)Cc2ccccc2)nnc1-c1ccncc1	1820	1582
COC(=O)[C@H]1[C@H](C(=O)OC)[C@@H](C(=O)OC)N(c2ccc(OC)cc2)[C@@H]1C(=O)OC	1715	1390
Cc1cc(C(=O)N/N=C/c2cccc([N+](=O)[O-])c2O)n[nH]1	2259	2114*
Cc1ccc(NC(=O)CNC(=O)OCc2ccccc2)cc1C	1878	1541
Cc1ccc(N2CC(C(=O)Nc3nnc(SCC(=O)Nc4nc(C)cs4)s3)CC2=O)cc1 (stereo not drawn)	2160	1699

2 of these compounds, set out differently:
Second line of a record: SRC1 TRFRET art | SRC3 TRFRET art
COC(=O)[C@H]1[C@H](C(=O)OC)[C@@H](C(=O)OC)N(c2ccc(OC)cc2)[C@@H]1C(=O)OC
 : 1715 | 1390
Cc1cc(C(=O)N/N=C/c2cccc([N+](=O)[O-])c2O)n[nH]1
 : 2259 | 2114*

The listing picks up, repeating the 5 entries before the break.
SMILES	SRC1 TRFRET art	SRC3 TRFRET art
CCn1c(SCC(=O)NNC(=O)Cc2ccccc2)nnc1-c1ccncc1	1820	1582
COC(=O)[C@H]1[C@H](C(=O)OC)[C@@H](C(=O)OC)N(c2ccc(OC)cc2)[C@@H]1C(=O)OC	1715	1390
Cc1cc(C(=O)N/N=C/c2cccc([N+](=O)[O-])c2O)n[nH]1	2259	2114*
Cc1ccc(NC(=O)CNC(=O)OCc2ccccc2)cc1C	1878	1541
Cc1ccc(N2CC(C(=O)Nc3nnc(SCC(=O)Nc4nc(C)cs4)s3)CC2=O)cc1 (stereo not drawn)	2160	1699
COc1ccc(CSc2ncnc3sccc23)cc1F	1536	1498
O=C(CNc1ccc(F)cc1)c1ccccc1	1735	1526
Cc1ccc(S(=O)(=O)C2(C(=O)NCc3ccc4c(c3)OCO4)CC2)cc1	1792	1820
CC(O)c1c(-c2ccccc2)nn(C)c1Cl (stereo not drawn)	1751	1394
COc1ccc(OC)c(NC(=O)c2nc(-c3ccccc3)oc2C)c1	1959	1399
CS(=O)(=O)N(CC(=O)Nc1ccccc1C(=O)N1CCCC1)c1ccc2c(c1)OCO2	1846	1609
COc1cc(OC)cc(C(=O)Nc2cccc(NC(C)=O)c2)c1	1771	1446
COCCn1nnnc1CN(Cc1cccnc1)Cc1cc2cc(OC)ccc2[nH]c1=O	1733	1486
CNC(=S)N(Cc1cccs1)Cc1cc2ccc(OC)cc2[nH]c1=O	1570	1426
O=C(NCC1CCCO1)C(c1ccc(N2CCOCC2)cc1)N(C(=O)Cn1nnc2ccccc21)c1ccccc1F (stereo not drawn)	1638	1636
C=CCOc1c(Br)cc(/C=N/O)cc1OCC	1618	1348
CCc1nnc(NC(=O)c2cc(-c3cccnc3)nc3ccccc23)s1	1776	1453
COc1ccc2cc(C3CC(c4cccs4)=NN3S(C)(=O)=O)c(Cl)nc2c1 (stereo not drawn)	1522	1376
Cc1nnc(CN(C)Cc2cn[nH]c2-c2ccc(-c3ccccc3)cc2)o1	1797	1548
O=C(Nc1cccc(-c2nnc(-c3ccccc3)o2)c1)C1CC1	1896	1627
CCOc1cc(/C=C2\CCCC(C(=O)C(F)(F)F)=C2O)ccc1O	1686	1284
Cc1cc(C)c(C(=O)COC(=O)CCNS(=O)(=O)c2c(Cl)cccc2Cl)cc1C	2041	1783
O=C(COC(=O)c1ccccc1NC(=O)c1ccco1)NC1CC1	2082	1562
C=CCn1c(O)c(N=NC(=S)Nc2ccccc2C)c2cc(S(=O)(=O)N3CCOCC3)ccc21	1843	1484
NCC12CC3CC(C1)CC(c1ccc(Cl)cc1)(C3)C2	1934	1485
COc1ccccc1NS(=O)(=O)c1cc(NC(=O)c2sccc2C)ccc1N1CCCC1	2289	1944
COc1cc(NC(=O)CN2C(=O)NC(C)(c3ccccc3)C2=O)c(C)cc1[N+](=O)[O-] (stereo not drawn)	1603	1532
CC1C/C(=C/c2ccncc2)C(=O)/C(=C/c2ccncc2)C1 (stereo not drawn)	2037	1468
CCSc1nnc(NC(=O)NC(C)(C(F)(F)F)C(F)(F)F)s1	1944	1758
C=C(C)CSc1nc2ccccc2[nH]1	1543	1533
O=C(N/N=C/c1ccccc1)c1[nH]c2ccc(Br)cc2c1-c1ccccc1	1835	1611
CC(OC(=O)c1cccnc1)C(=O)Nc1ccc2c(c1)OCO2 (stereo not drawn)	1917	1568
CS(=O)(=O)N(Cc1ccccc1)c1ccc(C(=O)Nc2ccccc2Sc2ccccc2)cc1	1650	1387
CC1=CC(C)(C)Nc2ccc(OC(=O)CCN3C(=O)c4ccccc4C3=O)cc21	1778	1652
COc1cccc(/C=N/NC(=O)c2ccc(=O)n(C)c2)c1O	2072	1805
CCN(CC)S(=O)(=O)c1cccc(C(=O)Nc2cc3oc4ccccc4c3cc2OC)c1	1846	1532
CCOC(=O)c1cn(-c2ccccc2)nc1-c1cccnc1	1697	1508
OC(COCC1COc2ccccc2O1)CN1CCN(c2ccc(F)cc2)CC1 (stereo not drawn)	1863	1544
COc1ccc(CCN(C)c2ncnc3sccc23)cc1OC	1939	1739
O=C(c1ccc(Cl)nc1)N1CCN(S(=O)(=O)c2ccc(Cl)cc2)CC1	1768	1507
COc1ccc(-c2nnc(SC)o2)c(OC)c1	1909	1502

Structures listed so far containing fluorine:
SMILES	SRC1 TRFRET art	SRC3 TRFRET art
CN1CCN(c2ccc(C(=O)c3cn(-c4ccc(F)c(Cl)c4)nn3)cc2)CC1	1941	1691
COc1ccc(CSc2ncnc3sccc23)cc1F	1536	1498
O=C(CNc1ccc(F)cc1)c1ccccc1	1735	1526
O=C(NCC1CCCO1)C(c1ccc(N2CCOCC2)cc1)N(C(=O)Cn1nnc2ccccc21)c1ccccc1F (stereo not drawn)	1638	1636
CCOc1cc(/C=C2\CCCC(C(=O)C(F)(F)F)=C2O)ccc1O	1686	1284
CCSc1nnc(NC(=O)NC(C)(C(F)(F)F)C(F)(F)F)s1	1944	1758
OC(COCC1COc2ccccc2O1)CN1CCN(c2ccc(F)cc2)CC1 (stereo not drawn)	1863	1544

New compounds follow.
SMILES	SRC1 TRFRET art	SRC3 TRFRET art
Cc1ccccc1N1C(=O)c2cccc([N+](=O)[O-])c2C1=O	1554	1459
COc1ccc(CC(=O)NCC2COc3ccccc3O2)cc1 (stereo not drawn)	1758	1651
CCOC(=O)c1cccc(NC(=O)c2ccco2)c1	2140	1512
COC(=O)c1sc2nc(CN3CCOCC3)nc(N3CCOCC3)c2c1C	1767	1534
COc1ccccc1-c1cc(C(F)(F)F)c(C#N)c(=O)[nH]1	2028	1493
CCN1C(=O)c2ccccc2Sc2ccc(C(=O)NCCCN3CCOCC3)cc21	1719	1407
COc1ccc(NC(=O)Nc2cccc(F)c2)c(OC)c1	1936	1775
CC(=O)Nc1ccc(S(=O)(=O)NC2(C(F)(F)F)C(=O)Nc3c2c(=O)[nH]c(=O)n3Cc2ccccc2)cc1 (stereo not drawn)	1802	1559
O=C(NN=C(Cc1ccccc1)Cc1ccccc1)c1ccc(F)cc1	1953	1519
CCN(Cc1ccccc1)S(=O)(=O)c1ccc2c(c1)NC(=O)CC(=O)N2	1747	1858
Cc1ccc(NC(=O)Cc2ccc([N+](=O)[O-])cc2)c(Br)c1	1982	1656
COc1ccc(N2C(=O)CCC(C(=O)NCc3ccccn3)C2c2ccc(OC)c(OC)c2)cc1 (stereo not drawn)	1817	1674
CCN(Cc1ccccc1)C(=O)/C=C/c1ccccc1[N+](=O)[O-]	1629	1357
CCN1CCN(CCCN(Cc2ccco2)C(=S)Nc2cccc(Cl)c2C)CC1	1619	1797
CSc1nn(-c2ccc(C(=O)OC(C(=O)NC(N)=O)C(C)C)cc2)c(=S)s1 (stereo not drawn)	1912	1637
COc1cc(/C=N/NC(=O)CCC(=O)NC2CCCCC2)ccc1C	2053	1671
COc1cc(/C=N/N2C(C)CCCC2C)cc(Br)c1O (stereo not drawn)	1922	1618
Cc1ccc(Cn2cc(S(=O)(=O)c3ccc(Cl)cc3)c(=O)c3cc(F)ccc32)cc1	2118	1688
CC(NC(=O)COC(=O)Cn1cnc2ccccc2c1=O)C1CC2CCC1C2 (stereo not drawn)	1738	1699
CCOc1ccc(S(=O)(=O)N(C)c2ccc(OCC(=O)Nc3ccc4[nH]c(=O)[nH]c4c3)cc2)cc1	1622	1613
O=C(OCn1nnc2ccccc2c1=O)c1cc(-c2ccccc2)nc2ccccc12	1800	1517
Cc1ccc(-n2c(SCC(=O)N/N=C/C=C/c3ccccc3[N+](=O)[O-])nc3ccccc3c2=O)cc1	1722	1355
COc1ccc(OC)c(-c2nc3cc4ccccc4cc3nc2-c2ccccc2)c1	1652	1310
N#Cc1ccccc1OCC(=O)NCC1(N2CCCCC2)CCCCC1	1546	1691
CCCC(c1nnnn1Cc1ccc(F)cc1)N1CCN(C)CC1 (stereo not drawn)	2072	1825
Cc1cc(NC(=O)CO/N=C/c2ccc3c(c2)OCO3)ccc1Br	1635	1604
O=[N+]([O-])c1ccc(N2CCCCC2)cc1NCCOc1ccccc1	1961	1548
CCOCC(=O)Nc1cc(S(=O)(=O)N2CCOCC2)ccc1N1CCCCC1	2016	1527
COCC(C)NC(=O)CSc1nnc(-c2cccc(S(=O)(=O)N3CCCCC3)c2)o1 (stereo not drawn)	1901	1597
COc1ccc(N(C(=O)CNC(=O)c2ccco2)C(C(=O)NC2CCCC2)c2ccncc2)cc1 (stereo not drawn)	1544	1510
CN1CCN(S(=O)(=O)c2cccc(C(=O)NCc3ccc(Cl)cc3)c2)CC1	2059	1697
CCOC(=O)C1CCN(Cc2ccc(OC)c(C)c2OC)CC1	1962	1343
Cc1cc2nncn2c(Cc2ccccc2)n1	1602	1690
CC(=O)C1=C(c2ccccc2)NC(=O)NC1c1ccc(O)c(O)c1 (stereo not drawn)	1920	1610
CN1C2CCC1/C(=C\c1ccccc1F)C(=O)/C2=C/c1ccccc1F	1521	1442
CCNC(=S)N1CCN(Cc2ccccc2)CC1	1879	1449
CCOc1ccc2nc(-c3cc(NC(C)=O)ccc3O)sc2c1	1772	1635
NC(=O)C[n+]1ccc(/C=N/O)cc1	1761	1518
CNC(=O)NC(=O)COC(=O)c1ccc(-n2c(C)ccc2C)cc1	1675	1499
Cc1nnc(SCC(=O)NCc2ccccc2Cl)n(N)c1=O	1959	1632
Cc1ccc(CNC(=O)C2CCC(CNc3nc(=S)[nH]c4ccccc34)CC2)cc1 (stereo not drawn)	1539	1440
COc1ccc(C(=O)N2CCN(Cc3nc(CC4CC4)no3)CC2)cc1	1895	1537
CCCN1CCN(CCCNC(=O)CCn2nc(-c3ccccc3)ccc2=O)CC1	1606	1657
O=C1CN(C(=O)COC(=O)c2cnc(Cl)c(Cl)c2)c2ccccc2N1	1483	1436
O=C1NC(=S)S/C1=C/c1ccc(N2CCOCC2)o1	1968	1702
CCc1ccc(-n2cc(-c3ccc(F)cc3)[n+]3c2SCCC3)cc1	1890	1535
CC1=CC(C)(C)N(C(=O)Nc2ccccc2)c2ccccc21	1724	1442
Cc1cc(=O)oc2cc(OCC(=O)OCC(=O)NC(=O)NC(C)C)ccc12	1720	1747
O=C(NCCCN1CCOCC1)c1cc(C(=O)C2CCCCC2)c[nH]1	1898	1489
NSc1nc(N)c2nc(-c3ccccc3)c(-c3ccccc3)nc2n1	1927	1629
O=C(NCCc1nc2ccccc2[nH]1)/C(=C/c1ccco1)NC(=O)c1ccc(Br)cc1	1936	1591
C/C(=N\NC(=O)c1ccc(Cl)cc1)c1cccc(NC(=O)c2cccnc2)c1	1986	1761
O=C(COC(=O)c1ccc2c(c1)C(=O)N(CCc1ccccc1)C2=O)Nc1ccc(OC(F)F)cc1	1579	1411
Cc1cccc(OCCn2cc(/C=N/NC(=O)c3ccncc3)c3ccccc32)c1	1696	1522
O=[N+]([O-])c1cc(S(=O)(=O)Nc2ccccc2)ccc1N1CCN(c2ccc(O)cc2)CC1	1500	1624
Cc1nnc(-c2ccccc2)[nH]c1=O	1783	1490
CCOc1cccc(C(=O)Nc2ccncc2)c1	1728	1526
Cc1ccc(NC(=O)CCNC(=O)c2ccccc2Cl)cc1S(=O)(=O)N(C)C	1782	1480
COc1cc2c(C(=O)N3CCN(C)CC3)c(CSc3ccccc3)n(C)c2cc1Br	1633	1418
Nc1ccccc1SCc1ccccc1	1775	1383

(continued)
SMILES	SRC1 TRFRET art	SRC3 TRFRET art
O=C(c1ccc(N2CCOCC2)c([N+](=O)[O-])c1)N1CCN(S(=O)(=O)c2cccs2)CC1	1786	1508
CCn1cnc2sc(C(=O)N(Cc3ccc(N(C)C)cc3)Cc3ccco3)c(C)c2c1=O	2091	1485
Cc1cc(C)nc(/N=C(/NC(=O)Nc2ccc(Cl)c(Cl)c2)Nc2ccccc2)n1	1782	1719
O=c1cc(-c2cccc(F)c2)[nH]c2ccccc12	1577	1741
COc1ccc2oc(C)c(C(=O)c3ccc([N+](=O)[O-])cc3)c2c1	1903	1563
COc1ccc(C(C)=O)cc1COC(=O)C(CO)NS(=O)(=O)c1ccc(Br)cc1 (stereo not drawn)	1750	1556
O=C(CN1CCOCC1)Nc1ccc2c(c1)OC(F)(F)O2	1914	1439
CCCn1nnc(NC(=S)NC(=O)c2cccs2)n1	1728	1604
Cn1ccc(=NC=C(C#N)C#N)c2ccccc21	1925	1408
CC(C)CC(NC(=O)C(NC(=O)OC(C)(C)C)C(C)C)C(N)=O (stereo not drawn)	1634	1514

This is a subset. The share of hits here may be higher or lower than overall.
